Vif inh = blocks HIV Vif function | AID 602346 | 340,000 compounds, 0.35% hits | HEK293T cells, Vif self-association by quenched fluorescence, imaging, 24 h | inhibition, % at 7.49 µM; in the data active means inhibition above about 50%, passing the limit was not always enough; further: some results filed as inactive read as strong as hits
CaV13 ICDI inh = Primary screen for inhibitors of IQ motif and Ca2+-dependent inactivation inhibitor domain binding in CACNA1D, Förster resonance energy transfer in living cells, … | HEK cells, CFP/YFP FRET ICDI-IQ, plate reader, 10 min; percent FRET-ratio fall versus neutral wells | inhibition, % at 12.3 µM | 340,000 compounds, 0.098% hits | AID 743397;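 active means mean replicate inhibition of at least 30% and at least 1% of replicates passing that level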;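 further: 0% = median of the neutral control wells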
PDI turbidity = blocks human protein disulfide isomerase activity. P07237. PDI insulin aggregation turbidity, A650, 90 min. inhibition, % at 10 µM. 350,000 compounds, 0.052% hits. AID 588391;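 active means mean inhibition across replicates of 30% or more, whatever share of single replicates reach that level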;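 further: absorbance from insulin aggregation driven by PDI reduction with DTT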
Target sequence (P07237 whole entry, looked up): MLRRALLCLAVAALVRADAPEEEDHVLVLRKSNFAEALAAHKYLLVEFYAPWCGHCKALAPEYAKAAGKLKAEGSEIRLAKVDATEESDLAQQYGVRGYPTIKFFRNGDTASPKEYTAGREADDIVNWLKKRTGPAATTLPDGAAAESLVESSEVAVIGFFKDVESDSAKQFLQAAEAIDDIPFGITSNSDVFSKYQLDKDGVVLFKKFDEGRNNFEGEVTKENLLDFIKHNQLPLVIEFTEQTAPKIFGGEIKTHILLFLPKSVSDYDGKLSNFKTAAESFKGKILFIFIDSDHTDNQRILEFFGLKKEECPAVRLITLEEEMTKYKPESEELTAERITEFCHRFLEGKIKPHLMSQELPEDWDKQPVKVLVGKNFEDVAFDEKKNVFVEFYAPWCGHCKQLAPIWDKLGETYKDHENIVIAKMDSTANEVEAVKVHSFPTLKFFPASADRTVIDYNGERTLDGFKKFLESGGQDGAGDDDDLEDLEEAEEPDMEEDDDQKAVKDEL
TRPM1 prom inh = reduces MITF-dependent TRPM1 promoter luciferase signal; SK-MEL-5 TRPM1 promoter luciferase, 24 h; inhibition, % at 12.5 µM; 330,000 compounds, 0.83% hits; AID 488899;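 active means mean inhibition across replicates of 60% or more, whatever share of single replicates reaches that level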; further: values of inactives mirror those of a sister screen read the other way
Granule exo inh = blocks lytic granule exocytosis; AID 651702; 360,000 compounds, 0.66% hits; TALL-104 LAMP-1 surface exposure, flow cytometry; cells stimulated with thapsigargin and PMA; inhibition, % at 10 µM;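 active means inhibition above about 55%, limit read from the data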
aDG glyco up = alpha-DG glycosylation activation; Pro5-aDG cells, alpha-DG glycosylation AlphaScreen (IIH6); 0% Pro5, 100% B10-LARGE cell signal; activation, % at 10 µM; 360,000 compounds, 0.22% hits; AID 624168;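 active means activation of at least 8% versus controls, or a plate z-score of at least 8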;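 further: Pro5 are CHO cells carrying HIG-tagged alpha-DG that lacks glycosylation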
NR2E3 ag-1 = human photoreceptor-specific nuclear receptor agonism; CHO-S Gal4-NCOR/VP16-NR2E3 two-hybrid, luciferase; inhibition of corepressor binding, % at 3.98 µM; 360,000 compounds, 0.35% hits; AID 602229;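 active means inhibition above the mean of all tested compounds plus 3 SD, cut at about 70% in these data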;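 further: 0% = DMSO with NR2E3 transfected cells and 100% = cells lacking NR2E3 construct; higher means lower luciferase signal from less NR2E3 corepressor binding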
Target sequence (Q9Y5X4 whole entry, looked up, the tested form may be a part): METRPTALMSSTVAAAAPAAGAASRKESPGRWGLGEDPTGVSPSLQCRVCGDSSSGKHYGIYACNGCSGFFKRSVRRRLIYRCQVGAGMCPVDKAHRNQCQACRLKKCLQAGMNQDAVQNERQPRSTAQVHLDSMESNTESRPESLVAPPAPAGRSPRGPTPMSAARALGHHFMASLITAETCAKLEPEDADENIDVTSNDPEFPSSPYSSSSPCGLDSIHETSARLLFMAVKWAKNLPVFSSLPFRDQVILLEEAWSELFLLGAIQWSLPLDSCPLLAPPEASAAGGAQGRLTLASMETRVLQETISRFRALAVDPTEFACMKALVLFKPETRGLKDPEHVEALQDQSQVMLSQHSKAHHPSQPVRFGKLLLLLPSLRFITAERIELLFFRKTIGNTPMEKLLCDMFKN
iPSC survival up = hiPSC single-cell survival enhancement | ATPlite luminescence; 100% = ROCK inhibitor wells, 0% = DMSO | survival enhancement, % at 20 µM | 360,000 compounds, 0.044% hits | AID 602274; in the data active means survival enhancement above about 18%;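 further: cells exposed to compounds for 16 hours before the ATP read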
Peg3 promoter = reduces Peg3 promoter-driven luciferase expression in HeLa; HeLa PEG-Prom luciferase reporter, luminescence, overnight; inhibition, % at 20 µM; 360,000 compounds, 1.7% hits;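 active means inhibition of at least 50% at 20 µM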
HIF-2a block = HIF-2a inhibition; 360,000 compounds, 0.72% hits; 786-0 RCC cells HIF-2a reporter, luciferase luminescence, overnight; inhibition, % at 18.8 µM;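 active means inhibition of the luminescence signal of 40% or more relative to plate controls, in a single-dose primary screen at 18.75 µM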
NR2E3 ag-2 = agonists of human nuclear receptor NR2E3 | Q9Y5X4 | GST-NR2E3/biotin-RetCOR TR-FRET, 1536-well | inhibition of corepressor binding, % at 4.78 µM | 320,000 compounds, 0.12% hits | AID 2300;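 active means percent inhibition above the cutoff of mean plus 3 SD of all tested compounds, set per screening campaign, cut at about 20% in these data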;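 further: 0% = DMSO wells and 100% = biotin wells as full block of FRET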
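System: GST-NR2E3 and biotin-RetCOR proteins; probe or stimulus: 7 nM biotin-RetCOR; doses: compound at 4.8 µM, single dose; schedule: Compound–protein incubation for 5 h at 4 °C; detection: time-resolved FRET; read-out: percent inhibition; controls: biotin wells as high control, 0.6% DMSO wells as low control; format: 1536-well plates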
* = called active by the depositor; . = no result given.

SMILES	Vif inh	CaV13 ICDI inh	PDI turbidity	TRPM1 prom inh	Granule exo inh	aDG glyco up	NR2E3 ag-1	iPSC survival up	Peg3 promoter	HIF-2a block	NR2E3 ag-2
O=C(N=C1SC2CS(=O)(=O)CC2N1Cc1ccc(Cl)cc1)C1CC1 (configuration not stated)	2	-3	9	3	-6	0.2	-11	-0.4	8	13	-1
COc1ccccc1NC(=O)Nc1ccc2[nH]c(=O)[nH]c2c1	1	-14	-1	8	0	0.2	14	0.3	8	4	0
CC(C)N(C(=O)CSc1nc2ccccc2n1Cc1ccc(F)cc1)C(C)C	-9	-4	-1	-6	-1	1.0	0	-2.9	3	14	1
O=C(Nc1ccc(NC(=O)C2CCCCC2)nc1)c1ccccn1	-11	-3	9	-86	17	0.1	-10	-0.2	-220	-146	3
O=C(Nc1ccc(S(=O)(=O)NCc2ccccc2)cc1)c1ccc(Br)o1	-12	-1	6	7	14	1.1	7	-2.9	21	14	1
CCN(CC)S(=O)(=O)c1ccc(Cl)c(C(=O)NC)c1	7	-6	21	1	4	0.3	-3	3.5	-1	-3	1
Cc1ccc(S(=O)(=O)N2CCN(c3ccc4nnc(-c5ccccc5)n4n3)CC2)cc1	0	-6	3	.	-9	0.6	-18	3.0	9	2	.
CCCCCCCOC(=O)C[N+](C)(C)CCOC1CC2CCC1(C)C2(C)C (configuration not stated)	-5	-5	17	94*	28	0.0	9	-2.4	99*	-2	.
CC1(C)NC(=O)N(CC(=O)N2CCN(c3ccc([N+](=O)[O-])cc3)CC2)C1=O	-5	-2	-17	4	-6	0.0	-22	5.5	-6	-4	-1
CN(C)CC(C)(C)CNS(=O)(=O)c1cccc(Cl)c1Cl	3	-5	3	3	0	0.0	17	-2.7	17	20	-4
CCOc1cc(C(=O)NCc2ccccc2)ccc1OCC(=O)N1CCOCC1	11	5	3	7	5	0.1	20	2.9	-8	4	4
CC1(C)CC(=O)C2=C(C1)Nc1ccccc1NC2c1ccccc1F (configuration not stated)	11	-21	9	-4	-5	0.0	4	-0.4	-3	-6	1
CN(C)S(=O)(=O)c1cccc(NC(=O)CNc2cccc(S(=O)(=O)N3CCCCC3)c2)c1	-14	-12	-4	.	2	0.1	-7	-0.1	12	15	.
O=C(CN1C(=O)C2C3C=CC(C3)C2C1=O)NCCc1ccccc1 (configuration not stated)	8	.	-3	-17	0	-0.1	-39	0.0	-23	-6	0
COc1ccc(C(=O)Nc2ccccc2-c2nnn(CC(N)=O)n2)cc1	-4	-5	-3	-9	0	-0.1	-15	-0.4	-18	-10	.
O=C(COCc1ccccc1)N[C@@H]1c2ccccc2CC[C@H]1OCc1ccccc1	-7	-5	4	1	1	0.0	-15	2.2	16	5	.
S=C(NCc1ccc2c(c1)OCO2)NC1CC1	-2	-18	3	4	0	0.7	-12	-1.4	9	19	-2
CC(=O)N1CCOCC1c1cc(C(=O)Nc2ccccc2)no1 (configuration not stated)	1	-9	0	.	-1	0.2	-24	0.0	-25	-45	.
Cc1ccc(S(=O)(=O)Nc2ccccc2C(=O)Nc2ccc(S(=O)(=O)Nc3nccc(C)n3)cc2)cc1	-1	-5	18	7	8	0.1	-7	1.9	-9	6	0
COc1ccc(N2CCN(C(=O)CNC(=O)Cc3ccc(Cl)cc3)CC2)cc1	3	-6	-8	16	2	0.1	-51	0.0	20	7	-2
CCC(C)(C)NC(=O)CC(c1ccc(OC)cc1)n1cccc1 (configuration not stated)	2	.	-14	5	3	-0.1	-7	1.5	12	23	-3
CCCC/C=C/C(NC(=O)CCc1ccccc1)c1ccccc1 (configuration not stated)	-1	4	-2	-12	7	-0.1	22	-2.5	0	3	0
COc1ccc(NC(=O)CCNC(=O)Cn2cnc3sc4c(c3c2=O)CCCC4)c(OC)c1	-19	-7	-1	-1	-4	0.0	-19	-0.2	3	4	-2
Cc1ccc(S(=O)(=O)N2CCC(C(=O)Nc3ccccc3N3CCCCC3)CC2)cc1	-11	-6	-58	-3	1	0.6	-20	-0.7	4	16	-2
CCOC(=O)N1CCN(C(=O)CSc2nnc(-c3ccc(C(C)(C)C)cc3)o2)CC1	-6	-2	.	-33	2	0.8	-19	-0.9	-150	-74	4
Cc1c(Cl)cccc1N1C(=O)CC(NNC(=O)c2cccnc2)C1=O (configuration not stated)	-1	-2	3	-1	1	0.0	-7	7.0	4	9	1
Cc1ccc(C(NC(=O)N2CCOCC2)C(Cl)Cl)cc1F (configuration not stated)	5	-5	-6	4	0	0.0	-5	-0.4	-8	7	0
O=C(NC(=S)Nc1ccc2[nH]ncc2c1)c1ccccc1	.	-3	-7	-41	5	0.0	-73	4.4	-214	-184	-3
COc1ccc(Cl)cc1NC(=O)NCCN1CCCCC1	22	2	0	0	-9	0.9	-19	0.7	25	11	4
CCCc1nc2nc(C)c(NS(=O)(=O)c3ccc(C(C)(C)C)cc3)c(=O)n2[nH]1	17	-7	-3	13	-10	-0.1	-3	0.0	-9	13	4
O=C(NC(=S)Nc1cccc(NC(=O)c2ccccc2)c1)c1cccc([N+](=O)[O-])c1	-3	-4	32*	7	-2	-0.5	-3	5.0	-2	-14	0
COc1ccc(N2CCN(c3ncnc4c3cnn4-c3ccc(C)cc3C)CC2)cc1	-8	-8	3	44	-3	1.9	-1	0.3	14	9	2
O=C(NCc1ccccc1Cl)C(=O)NCC1CCCN1S(=O)(=O)c1cccs1 (configuration not stated)	-11	-6	4	-5	-5	0.0	9	-0.2	-7	1	0
COc1ccc(/C=C/C(=O)OCC(=O)c2c[nH]c3ccccc23)cc1	2	-5	12	9	-2	0.0	2	-0.5	-5	9	3
CCCCOC(=O)n1c(=O)oc2ccc(S(=O)(=O)N3CCCCC3)cc21	9	-2	-4	-1	3	-0.2	-14	-0.7	17	12	-3
ClC1(Cl)CC1CSc1ncn[nH]1 (configuration not stated)	0	6	-2	-15	0	0.5	-28	-0.5	11	4	.
COc1ccc(-c2noc(CCC(=O)N3CCN(c4cc(C)ccc4C)CC3)n2)cc1	2	0	-6	-6	-6	0.1	-2	0.5	3	16	3
Cc1cc(C)cc(C(=O)NC(=S)Nc2cccnc2)c1	-6	-2	-5	-13	-22	-0.1	-27	-0.5	-40	-112	1
O=C(O)c1cccc(NC(=O)c2cc(NC(=O)c3ccccc3)cc(NC(=O)c3ccccc3)c2)c1	-4	-18	8	-2	-7	-0.1	-13	0.4	17	16	5
COc1cc(/C=N/N2C(=O)c3ccccc3NC2(C)c2cccc([N+](=O)[O-])c2)cc(Br)c1O (configuration not stated)	-25	-6	12	9	7	-0.1	-29	0.9	-24	-21	1

Full records from above. Values in the order: Vif inh, CaV13 ICDI inh, PDI turbidity, TRPM1 prom inh, Granule exo inh, aDG glyco up, NR2E3 ag-1, iPSC survival up, Peg3 promoter, HIF-2a block, NR2E3 ag-2
`COc1ccc(N2CCN(c3ncnc4c3cnn4-c3ccc(C)cc3C)CC2)cc1` is listed as -8, -8, 3, 44, -3, 1.9, -1, 0.3, 14, 9, 2
`O=C(NCc1ccccc1Cl)C(=O)NCC1CCCN1S(=O)(=O)c1cccs1` (configuration not stated) is listed as -11, -6, 4, -5, -5, 0.0, 9, -0.2, -7, 1, 0
`CCCCOC(=O)n1c(=O)oc2ccc(S(=O)(=O)N3CCCCC3)cc21` is listed as 9, -2, -4, -1, 3, -0.2, -14, -0.7, 17, 12, -3

Next entries.
SMILES	Vif inh	CaV13 ICDI inh	PDI turbidity	TRPM1 prom inh	Granule exo inh	aDG glyco up	NR2E3 ag-1	iPSC survival up	Peg3 promoter	HIF-2a block	NR2E3 ag-2
COc1ccc(C(=O)OCC(=O)c2ccc(S(=O)(=O)N3CCCCC3)cc2)c(OC)c1	.	-5	1	7	-2	0.2	-7	0.1	9	2	.
O=C(NC1=NN(c2ccccc2)CC1)Nc1ccccc1F	3	-6	-5	-20	34	-0.2	-25	-0.3	-148	-319	0
Cc1c(NC(=O)CSc2ccc(Cl)cc2)c(=O)n(-c2ccccc2)n1C	-4	-4	1	-5	2	-0.1	-32	-0.6	11	3	0
O=C(CCC1COc2ccccc2O1)NCC1COc2ccccc2O1 (configuration not stated)	13	.	-2	6	-24	-0.1	6	-2.3	2	10	-3
O=C(NC(c1ccc(F)cc1)c1ccc2ccccc2n1)C1CCN(Cc2ccc(Oc3ccccc3)cc2)CC1 (configuration not stated)	31	-6	11	.	54	1.7	26	0.2	8	-80	.
c1cncc(CNc2nc(-c3cccnc3)nc3ccccc23)c1	-6	-1	1	5	1	-0.1	6	-0.6	21	7	2
CC(C(=O)NCC1CCCCC1)N(C)Cc1cccc(Cl)c1 (configuration not stated)	-1	-5	-6	7	0	-0.2	-14	-0.8	17	7	-1
CSc1ccc(S(=O)(=O)NCCSC(C)(C)C)cc1	-2	-8	8	-16	1	0.5	-1	4.9	-8	0	4
O=C(NC1(C(F)(F)F)NC(=O)N(CCc2ccccc2)C1=O)C1CC1 (configuration not stated)	7	-17	6	-16	-3	-0.3	-10	-1.5	-9	18	2
O=C(COC(=O)c1ccc(S(=O)(=O)N2CCOCC2)cc1)NCc1ccco1	-1	-5	12	.	-2	-0.1	6	0.6	5	10	.
C=CCOn1c(=O)c(-c2cc3ccccc3o2)[n+]([O-])c2ccccc21	8	-12	7	-34	3	-0.4	-153	-2.5	-159	-185	-1
C[C@@H](NC(=O)[C@@H]1Cc2ccccc2CN1)C(=O)NCc1ccco1	13	-16	7	5	-14	0.3	4	0.1	-7	5	-1
Cc1cccc(Nc2cc(=O)[nH]c(=O)[nH]2)c1C	-3	-7	4	5	-2	0.1	11	-0.3	28	16	2
COc1ncnc2c1ncn2CCCN1CCN(c2ncccn2)CC1	-3	-7	-1	.	4	0.2	7	-0.4	-1	1	.
CN(C)/C(=N\S(=O)(=O)c1ccc(Cl)cc1)c1ccc(F)cc1	-6	-5	-6	-9	4	-0.1	-35	-0.7	-4	18	-2
O=C(CC1CCCC1)NNC(=O)c1ccccc1O	.	-2	7	.	-2	0.4	-4	0.5	-14	-1	.
Nc1c(NCCC2=CCCCC2)c(=O)[nH]c(=O)n1Cc1ccccc1	-7	.	3	7	2	0.2	-11	5.8	7	3	1
C[C@H]1CN([C@@H](C)CO)S(=O)(=O)c2ccc(-c3ccc(C#N)cc3)cc2O[C@H]1CN(C)C(=O)CN(C)C	6	-7	.	.	0	0.1	-20	-1.5	-3	0	.
Cc1ccccc1C(=O)NNC1=NCCC1	18	-5	-3	1	1	-0.1	22	-0.9	1	14	-1
Cc1ccc(C(=O)N/C(=C\c2ccccc2F)c2nc(=S)[nH][nH]2)cc1	10	-4	-2	-2	6	0.0	-33	6.1	3	-7	2
Nc1ccc(N=Nc2ccccc2)c2cccnc12	-1	-2	-3	-44	2	-0.5	-36	-0.2	-197	-230	-2
COC(=O)c1ccc2cc(F)cc(C)c2n1	.	-4	.	.	0	-0.2	-8	-0.5	-5	14	.
CC(C)(C)c1nc2scc(-c3cccs3)c2c(=O)o1	2	-1	6	2	-1	0.0	-25	-1.3	-17	-37	2
COc1ccccc1OCC(=O)N1CCN(C(=O)c2ccco2)CC1	-2	-5	-7	-1	-3	0.0	-64	0.2	13	16	-1

From PubChem BioAssay
